TDP1 block: blocks human tyrosyl-DNA phosphodiesterase 1; Q9NUW8; recombinant TDP1, AlphaScreen DNA substrate cleavage; Potency, µM (series often up to 130 µM), for inactives: at the top dose activity change, negative = inhibition, most hits filed as inhibitors; 350,000 tested, 0.28% active; AID 485290; note: nearly all actives have a fitted effect of over 40% in size
Target sequence (Q9NUW8 whole entry, looked up): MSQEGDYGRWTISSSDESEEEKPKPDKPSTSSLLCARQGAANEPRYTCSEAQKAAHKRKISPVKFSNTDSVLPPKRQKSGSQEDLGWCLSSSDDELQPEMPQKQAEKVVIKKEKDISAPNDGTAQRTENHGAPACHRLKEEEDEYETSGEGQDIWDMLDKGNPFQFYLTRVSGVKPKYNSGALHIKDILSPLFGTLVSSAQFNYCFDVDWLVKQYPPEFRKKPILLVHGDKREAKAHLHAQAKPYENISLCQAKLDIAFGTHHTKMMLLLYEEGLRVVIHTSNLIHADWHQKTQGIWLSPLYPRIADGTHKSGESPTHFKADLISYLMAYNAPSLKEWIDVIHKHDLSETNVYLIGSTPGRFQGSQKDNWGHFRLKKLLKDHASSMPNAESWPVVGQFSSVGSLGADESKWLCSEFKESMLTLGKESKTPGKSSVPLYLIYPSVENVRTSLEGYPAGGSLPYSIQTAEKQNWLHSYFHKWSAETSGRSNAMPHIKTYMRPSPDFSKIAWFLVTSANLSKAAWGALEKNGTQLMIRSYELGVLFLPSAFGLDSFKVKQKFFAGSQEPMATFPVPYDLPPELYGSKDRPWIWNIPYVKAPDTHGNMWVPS
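Signal: AlphaScreen proximity between streptavidin donor and anti-FITC acceptor beads on intact substrate. Reaction: Tdp1 1 nM, substrate 15 nM final, 5 min RT after 15 min compound preincubation.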
FEN1 inh: inhibitors of human flap endonuclease 1; Potency, µM (doses to about 114 µM), without a hit: at the highest dose activity change, negative = inhibition, hits mostly inhibitors; Recombinant FEN1 flap cleavage, fluorescence, 15 min; P39748; AID 588795; 390,000 tested, 0.35% active; note: nearly all actives have a fitted effect of over 65% in size
Target sequence (P39748 whole entry, looked up): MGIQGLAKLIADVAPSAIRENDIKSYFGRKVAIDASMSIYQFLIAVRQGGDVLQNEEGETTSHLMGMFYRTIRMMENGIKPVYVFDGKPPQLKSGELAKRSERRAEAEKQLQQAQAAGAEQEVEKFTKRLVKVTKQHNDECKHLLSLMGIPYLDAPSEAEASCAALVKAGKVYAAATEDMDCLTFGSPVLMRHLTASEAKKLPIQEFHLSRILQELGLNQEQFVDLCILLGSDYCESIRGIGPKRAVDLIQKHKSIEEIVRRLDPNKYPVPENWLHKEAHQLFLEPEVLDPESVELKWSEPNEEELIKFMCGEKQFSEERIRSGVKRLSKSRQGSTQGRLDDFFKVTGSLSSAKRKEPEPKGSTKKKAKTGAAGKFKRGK
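FEN1 at 10 nM, compound pretreatment for 15 min (room temperature), 50 nM final substrate to initiate; endpoint reads at 0 and 15 min; DMSO-only plates used as vehicle background.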
N370S GC: inhibits or activates N370S mutant glucocerebrosidase. P04062. N370S GC spleen homogenate, 4MU-glucoside fluorescence. Potency, µM (series often up to 59.4 µM), for the others: at the highest dose activity change, negative = inhibition, hits mostly inhibitors. 330,000 tested, 0.092% active;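 note: 0% = full enzyme activity and -100% = no enzyme basal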
* = called active by the depositor; ? = inconclusive; . = not tested or not shown; & = joins results of further samples; [ ] = another dose, or the depositor's remark. Calls come from the whole dose curve; as a rule, active = well fitted curve in the direction sought with a large enough effect; inconclusive = small, poorly fitted or top-dose-only effect, or another doubt; inactive = no such curve, though single readings can be large; an effect the other way counts as inactive or inconclusive. Unless noted, % is set by controls: 0 for no effect and ±100 for the full control effect; potency is the fitted concentration of half-maximal effect.

A first look:
SMILES	TDP1 block	FEN1 inh	N370S GC
COc1ccccc1Cn1c(=O)[nH]c2cccnc21	5%	4%	8%
COc1ccc(Br)cc1S(=O)(=O)n1c([N+](=O)[O-])cnc1C	.	-11%	2%
CCOC(=O)C1CCN(C(=O)c2ccc(Oc3cc(Cl)cc(Cl)c3)o2)CC1	.	-12%	17%
CN1CCN(C(=O)CCNC(=O)Cn2ccc3ccccc3c2=O)CC1	2%	7%	0%
CCOC(=S)N/C(=N\S(C)(=O)=O)c1ccccc1	4%	19%	2%
O=C(Nc1ccc(Cl)cc1)c1cccc(N2C(=O)C3C4CCC(C4)C3C2=O)c1 (stereo not given)	-11%	-1%	16%
NC(=NC(=O)c1ccccc1)C1=C(O)CCC1=O	-2%	3%	-1%
CC(C)NC(=O)NC(=O)COC(=O)CCCSc1nc2ccccc2s1	4%	-15%	16%
COc1ccc(C(c2nnnn2Cc2ccc(F)cc2)N2CCN(c3ccc(OC)cc3)CC2)cc1 (stereo not given)	1%	-4%	-2%
Cc1ccc2cc(C3CC(c4ccco4)=NN3C(=O)CCCC(=O)O)c(Cl)nc2c1 (stereo not given)	3%	0%	2%
O=C(CN1CCN(Cc2ccc(F)cc2Cl)C1=O)NCCc1ccc(Cl)cc1	2%&0%	9%&-22%	9%
Nc1nsnc1C(=O)NCCO	10%	-6%	-7%
O=C(O)CC(Cc1ccccc1)C(=O)NCC12CC3CC(CC(C3)C1)C2 (stereo not given)	-5%	15%	-4%

All compounds of this part, repeating the preview:
SMILES	TDP1 block	FEN1 inh	N370S GC
COc1ccccc1Cn1c(=O)[nH]c2cccnc21	5%	4%	8%
COc1ccc(Br)cc1S(=O)(=O)n1c([N+](=O)[O-])cnc1C	.	-11%	2%
CCOC(=O)C1CCN(C(=O)c2ccc(Oc3cc(Cl)cc(Cl)c3)o2)CC1	.	-12%	17%
CN1CCN(C(=O)CCNC(=O)Cn2ccc3ccccc3c2=O)CC1	2%	7%	0%
CCOC(=S)N/C(=N\S(C)(=O)=O)c1ccccc1	4%	19%	2%
O=C(Nc1ccc(Cl)cc1)c1cccc(N2C(=O)C3C4CCC(C4)C3C2=O)c1 (stereo not given)	-11%	-1%	16%
NC(=NC(=O)c1ccccc1)C1=C(O)CCC1=O	-2%	3%	-1%
CC(C)NC(=O)NC(=O)COC(=O)CCCSc1nc2ccccc2s1	4%	-15%	16%
COc1ccc(C(c2nnnn2Cc2ccc(F)cc2)N2CCN(c3ccc(OC)cc3)CC2)cc1 (stereo not given)	1%	-4%	-2%
Cc1ccc2cc(C3CC(c4ccco4)=NN3C(=O)CCCC(=O)O)c(Cl)nc2c1 (stereo not given)	3%	0%	2%
O=C(CN1CCN(Cc2ccc(F)cc2Cl)C1=O)NCCc1ccc(Cl)cc1	2%&0%	9%&-22%	9%
Nc1nsnc1C(=O)NCCO	10%	-6%	-7%
O=C(O)CC(Cc1ccccc1)C(=O)NCC12CC3CC(CC(C3)C1)C2 (stereo not given)	-5%	15%	-4%
O=c1c2[nH]c3ccc(F)cc3c2ncn1CCCn1ccnc1	3%	-4%	-2%
Cc1nn(C(C)C(=O)NCc2ccco2)c(=O)c2nn(-c3ccccc3)c(C)c12 (stereo not given)	1%&0%	1%&-7%	-2%
CN(Cc1ccccc1)c1nc2c(c(=O)[nH]c(=O)n2C)n1Cc1ccccc1Cl	-2%	-1%	21%
COc1ccccc1CC(NC(C)=O)C(=O)N1CCN(C(=O)c2cccs2)CC1 (stereo not given)	-5%[56.1 µM]	0%	4%
CCCCOc1ccc(S(=O)(=O)Nc2ccc(-c3ccc(N4CCCCC4)nn3)cc2)cc1	-4%	-13%	.
Cc1c(NC(=O)c2ccc(NC(=O)C3CC3)cc2)cccc1C(=O)O	3%	-2%	0%
COc1cc(NC(=S)NC(=O)c2ccccc2C)ccc1NC(=O)c1cccs1	7%	-2%	-4%
NS(=O)(=O)c1ccc(CNC(=O)Cc2ccccc2F)cc1	5%	20%	8%
COc1cc(C2NC(=O)NC(c3ccccc3)=C2C(C)=O)c(Br)cc1OCC(N)=O (stereo not given)	.	2%	-4%
COC(C[C@@H](O)[C@@H](C)[C@H](O)COCc1ccccc1)OC	-1%	12%	0%
COc1cc(OC)c(NC(=O)CNC(=O)Cn2ccc3ccccc3c2=O)cc1Cl	12%	5%	-5%
CCOc1ccc(-n2c(=S)sc3c(=O)n(-c4ccc(F)cc4)c(SCC(=O)O)nc32)cc1	.	2%	-7%
CCOc1ccc2oc(C(=O)N(CCOC)c3c(N)n(CC(C)C)c(=O)[nH]c3=O)c(C)c2c1	0%	1%	.
CCN(C(=O)CSc1n[nH]c(-c2cccs2)n1)C1CCS(=O)(=O)C1 (stereo not given)	0%	3%	-4%
COc1cc(C(=O)OCCC(C)C)cc(OC)c1O	-5%	-21%	4%
Cc1ccc(OCC(=O)Nc2cc(-c3nc4ccccc4[nH]3)ccc2C)c(C)c1	-1%	4%	.
CCOC(=O)c1c(-c2ccc(C)o2)csc1NC(=O)COC(=O)c1cccs1	2%[56.1 µM]	-5%	?
COc1cccc(NC(=S)Nc2cccnc2)c1	9%	1%	3%
O=C(COC(=O)c1ccc([N+](=O)[O-])o1)Nc1ccc(N2CCOCC2)cc1	2%	?	.
Cc1ccc2c(c1)N(CC(=O)NC1CCCC(C)C1C)C(=O)c1cccnc1O2 (stereo not given)	.	-14%	4%
CCOc1ccc(CNc2ccc(S(N)(=O)=O)cc2)cc1	5%	7%	-8%
CC(=O)Nc1ccc(S(=O)(=O)Oc2ccc(N3C(=O)C4CCCCC4C3=O)cc2)cc1 (stereo not given)	6%	-12%	-16%
CCOC(=O)/C(=C/c1ccc(F)cc1)NC(C)=O	2%	2%	6%
O=C(OCC(=O)C12CC3CC(CC(C3)C1)C2)c1ccccc1O	0%	10%	.
COc1ccccc1N1CCN(c2ccnc3cc(Cl)ccc23)CC1	15%	1%	0%
CC(C)C(=O)Nc1ccc(NC(=S)NC(=O)c2ccccc2F)cc1	0%	-6%	0%
c1cc(Nc2ncnc3sc4c(c23)CCC4)ccn1	7%	-6%	-1%
COCCNC(=O)C(=O)N/N=C/c1ccccc1C(F)(F)F	1%[56.1 µM]	-1%	1%
NS(=O)(=O)c1ccc(CNC(=O)c2ccc(S(=O)(=O)C(F)F)cc2)cc1	5%	1%	2%
COc1ccc(-c2nc(SCC(=O)NCCCc3ccccc3)n[nH]2)cc1	5%	13%	.
CCCCC(=O)Nc1ccc(C(=O)N2CCCC(C(=O)OCC)C2)cc1 (stereo not given)	1%	-3%	-1%
CCN(CC)C(=O)c1sc2c(c1C)c(=O)n(-c1ccccc1)c(=O)n2Cc1cc(=O)n2ccccc2n1	-2%	21%	.
COc1cc(-c2cc(C(=O)Nc3ccc(O)cc3)c3ccccc3n2)cc(OC)c1OC	6%	-33%	-4%
C=C1CCN([C@@H](C)C(=O)NCCCCCC)S(=O)(=O)c2ccccc21	.	17%	2%
Nc1nc(Nc2ccccc2)nc2c1ncn2[C@@H]1O[C@H](CO)[C@H](O)[C@H]1O	4%	.	2%
COC(=O)c1sc(NC(=O)c2c(OC)cccc2OC)c(C#N)c1C	0%	0%	8%
COc1ccccc1C(=O)N1c2ncnn2C2(CCCCC2)[C@@H]2CCCC[C@@H]21	-4%	3%	.
COc1ccc(/C=C2\N=C(c3ccccc3)NNC2=O)cc1	6%	-2%	7%
O=C(CSc1nnc(CNC(=O)c2ccccc2)o1)NCCc1ccccc1	-2%	-4%	-15%
CCOc1ccc(-c2nnc(SCC(=O)c3ccccc3)n2-c2ccccc2)cc1	1%	8%	.
CCC(C)c1ccc(NC(=O)c2cnn3c(C(F)F)cc(C)nc23)cc1 (stereo not given)	0%	2%	?
O=C1c2ccccc2C(=O)N1CCCc1nc2ccccc2c(=O)n1Cc1ccco1	4%	1%	-6%
CC(=O)Nc1c(C)nn(-c2ccccc2)c1N1CCC(C(=O)Nc2ccccc2F)CC1	8%	1%	.
O=C(CSc1n[nH]c(=O)n1C1CC1)c1ccc(F)cc1	0%	19%	-8%
COC(=O)c1ccc(NC(=O)C2CCCN2S(=O)(=O)c2ccc(C)cc2)cc1 (stereo not given)	3%	-11%	-3%
COC(=O)CC1C(=O)NCCN1C(=S)Nc1cccc(C(F)(F)F)c1 (stereo not given)	0%	-10%	1%
Nc1nc(NCc2ccc(Cl)c(Cl)c2)c2[nH]cnc2n1	2%&4%	-6%&-17%	.
(continued)
SMILES	TDP1 block	FEN1 inh	N370S GC
CN(Cc1ccccc1)C(=O)c1cc(-c2ccc(Br)cc2)on1	-5%[56.1 µM]	?	4%
Cc1ccc(C)c(NC(=O)n2ncc3cc(Cl)ccc32)c1	6%	17%	.
COc1ccccc1NC(=O)CSc1nnc(-c2ccco2)o1	4%	-16%	25%
CC(=O)N[C@@H](CC(C)C)C(=O)N[C@@H](CCCNC(=N)N)C(=O)N[C@@H](Cc1cnc[nH]1)C(=O)N[C@@H](Cc1ccc(O)cc1)C(=O)N[C@@H](CC(C)C)C(=O)N[C@@H](CC(N)=O)C(=O)N[C@@H](CC(C)C)C(=O)N[C@@H](CC(C)C)C(=O)N[C@H](C(=O)N[C@@H](CCCNC(=N)N)C(=O)N[C@@H](CCC(N)=O)C(=O)N[C@@H](CCCNC(=N)N)C(=O)N[C@@H](Cc1ccc(O)cc1)C(N)=O)[C@@H](C)O	10%	.	2%
O=C(COc1ccccc1Br)c1ccc(O)cc1O	2%	12%	-22%
S=C(NCCc1ccc(Cl)cc1)Nc1ccc(Cl)cc1Cl	-2%	-6%	4%
CCCCCCCCCCOC(=O)Cn1c(COc2cccc(C)c2)[n+](C)c2ccccc21	.	-17%	-25%
N/C(Cc1cccc2ccccc12)=N\O	7%	4%	9%
O=C(NCCN1CCOCC1)c1cc(S(=O)(=O)Nc2ccccc2F)c(Cl)cc1Cl	4%	10%	-3%
O=C(Cc1ccccc1)NCC(=O)N1CCN(Cc2cccc(Cl)c2)CC1	1%	5%	.
Cc1ccsc1C(=O)Nc1ccc(F)c([N+](=O)[O-])c1	0%	0%	1%
COC(=O)c1sc(NC(=O)COc2ccccc2)nc1C	7%	-10%	5%
O=C(Nn1c(C2CCCCC2)nc2ccccc2c1=O)c1ccc(Cl)c([N+](=O)[O-])c1	6%	-15%	15%
CC(C)(C)c1ccccc1NC(=O)Cn1c(=O)cnc2ccccc21	5%	17%	?
CN(C)C1=C(Cl)C(=O)N(c2ccc(Cl)c(Cl)c2)C1=O	-4%	-3%	-6%
Cc1nc2c(-c3ccc(Cl)cc3)cnn2c2c1CCC2	-3%	-4%	22%
Cc1ccccc1-n1c(Cn2c(=O)sc3ccccc32)nnc1SCC(=O)Nc1nccs1	-3%	21%	0%
O=C(C[C@@H]1C/C=C\C[C@H](NC(=O)OCC2c3ccccc3-c3ccccc32)C(=O)OC[C@H]2CCCN2C1=O)NCCO	-5%	-1%	.
c1ccc(N2CCN(Cc3cccn3-c3nnc(N4CCN(C5CCCCC5)CC4)s3)CC2)cc1	4%	-3%	.
CC1(C)OC(=O)C(=CNC(=O)c2c(F)cccc2F)C(=O)O1	0%	-1%	-1%
COc1cccc(Cn2nnc(C(=O)Nc3ccc(C)cc3)c2N)c1	-1%	-5%	0%
O=C(COc1ccc(-c2ccccc2)cc1)NNC(=O)NC1CCCCC1	-3%	-3%	-2%
CCc1nnc(NC(=O)C2CCCN2S(=O)(=O)c2ccc(C)cc2)s1 (stereo not given)	-4%	7%	26%
COc1ccc(C(C#N)N2N=C(C)CC2c2ccccc2)cc1 (stereo not given)	.	17%	-18%
O=C(CNC(=O)c1ccc(Br)cc1)N/N=C/c1cccnc1	-10%	11%	26%
Cc1cccc(C(=O)Nc2cccc(NC(=O)c3ccccc3)c2)c1	2%	-6%	16%
CCOC(=O)c1sc(NC(=O)CSc2n[nH]c(CC(C)C)n2)nc1C	5%	8%	10%
CC(C)N(Cc1cc2ccccc2[nH]c1=O)C(=O)c1ccco1	6%	-4%	9%
O=C(Cn1nc(C(=O)O)c2ccccc2c1=O)Nc1cc(Cl)ccc1-n1cncn1	-10%	9%	.
Cc1ccc(C(=O)NC(C(=O)Nc2ccccc2)c2ccccc2)cc1 (stereo not given)	.	-20%	6%
Cc1ccc(-c2nnc3sc(CCc4ccccc4)nn23)cc1	-7%	13%	11%
CCCCn1c(=O)n(CC(O)c2ccccc2)c(=O)c2c1ncn2C1CCCC1 (stereo not given)	-2%	-10%	3%
O=C(Cc1cn2ccsc2n1)Nc1ccccc1Oc1ccccc1	1%	2%	?
COc1ccc(C(=O)OCC(=O)NCC2CCCO2)cc1 (stereo not given)	5%	0%	2%
CCCC[C@@H]1CNCCN1CCc1cc(C(F)(F)F)cc(C(F)(F)F)c1	.	1%	-19%
O=C(c1cnn(-c2ccc(F)cc2)c1-n1cccc1)N1CCN(c2cccc(Cl)c2)CC1	3%	11%	.
Cc1ccc(N/N=C(\C#N)C(=N)N2CCCCCC2)cc1	8%	3%	1%
CCOc1ccc(NC(=O)CCC(=O)N/N=C(\C)c2cccs2)cc1	-3%	41%[activator]	-1%
Cc1cccc(NS(=O)(=O)c2ccc(C(=O)NCCCN3CCOCC3)cc2)c1C	4%	-1%	?

Source: PubChem BioAssay
